Bioassay records as filed in PubChem BioAssay.
Cdc42 wt GTP: changes GTP binding to wildtype human Cdc42. P60953. GST-Cdc42 beads, Bodipy-GTP binding, flow cytometry; actives lie on both sides. percent activity (GTP binding), % at 10 µM. hit rate 0.2% among 190,000;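 active = percent activity GTP binding at least 20 points away from the 100% baseline, either down as inhibitor or up as activator; inconclusive = compound flagged as likely green fluorescent from well-wide comparison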;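 note: median bead fluorescence of bound Bodipy-FL-GTP at 100 nM; 0% = excess unlabeled GTP control and 100% = no compound control; below 100% means less GTP binding so inhibitor and above means activator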
Rac1 wt GTP bind: human Rac1 wildtype GTP binding, inhibitors and activators. AID 757. P63000. GST-Rac1 beads, fluorescent GTP binding, flow cytometry; actives lie on both sides; 0 = cold GTP competed, 100 = untreated. hit rate 0.27% among 190,000. GTP binding activity (% of control), % at 10 µM;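 active = GTP binding activity at least 20 points away from the 100% control level, either lower or higher; inconclusive = compound flagged as likely green fluorescent, judged across all proteins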
GSH bead fluor: compound fluoresces at 488/530 nm on GSH beads; GSH beads flow cytometry, compound fluorescence 488/530 nm; stronger effect = higher value; fluorescence (KMESF) at 10 µM; hit rate 0.25% among 190,000; AID 1776; in the data active = fluorescence above about 89;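 note: glutathione beads carrying GST-tagged Bcl family fusion proteins plus one bare bead set; values are compound well signal with DMSO vehicle wells as background; inactives centre near 16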
ABCB1 block: human ABCB1 inhibition, ABCG2 as counter-screen; inhibition, % at 6.6 µM; P08183; CCRF-Adr cells, JC-1 efflux, flow cytometry; hit rate 0.067% among 190,000; in the data active = inhibition above about 40%;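 note: 0% = vehicle and 100% = reference inhibitor; higher value means more JC-1 retained so stronger ABCB1 efflux block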
Target sequence (P08183 whole entry, looked up): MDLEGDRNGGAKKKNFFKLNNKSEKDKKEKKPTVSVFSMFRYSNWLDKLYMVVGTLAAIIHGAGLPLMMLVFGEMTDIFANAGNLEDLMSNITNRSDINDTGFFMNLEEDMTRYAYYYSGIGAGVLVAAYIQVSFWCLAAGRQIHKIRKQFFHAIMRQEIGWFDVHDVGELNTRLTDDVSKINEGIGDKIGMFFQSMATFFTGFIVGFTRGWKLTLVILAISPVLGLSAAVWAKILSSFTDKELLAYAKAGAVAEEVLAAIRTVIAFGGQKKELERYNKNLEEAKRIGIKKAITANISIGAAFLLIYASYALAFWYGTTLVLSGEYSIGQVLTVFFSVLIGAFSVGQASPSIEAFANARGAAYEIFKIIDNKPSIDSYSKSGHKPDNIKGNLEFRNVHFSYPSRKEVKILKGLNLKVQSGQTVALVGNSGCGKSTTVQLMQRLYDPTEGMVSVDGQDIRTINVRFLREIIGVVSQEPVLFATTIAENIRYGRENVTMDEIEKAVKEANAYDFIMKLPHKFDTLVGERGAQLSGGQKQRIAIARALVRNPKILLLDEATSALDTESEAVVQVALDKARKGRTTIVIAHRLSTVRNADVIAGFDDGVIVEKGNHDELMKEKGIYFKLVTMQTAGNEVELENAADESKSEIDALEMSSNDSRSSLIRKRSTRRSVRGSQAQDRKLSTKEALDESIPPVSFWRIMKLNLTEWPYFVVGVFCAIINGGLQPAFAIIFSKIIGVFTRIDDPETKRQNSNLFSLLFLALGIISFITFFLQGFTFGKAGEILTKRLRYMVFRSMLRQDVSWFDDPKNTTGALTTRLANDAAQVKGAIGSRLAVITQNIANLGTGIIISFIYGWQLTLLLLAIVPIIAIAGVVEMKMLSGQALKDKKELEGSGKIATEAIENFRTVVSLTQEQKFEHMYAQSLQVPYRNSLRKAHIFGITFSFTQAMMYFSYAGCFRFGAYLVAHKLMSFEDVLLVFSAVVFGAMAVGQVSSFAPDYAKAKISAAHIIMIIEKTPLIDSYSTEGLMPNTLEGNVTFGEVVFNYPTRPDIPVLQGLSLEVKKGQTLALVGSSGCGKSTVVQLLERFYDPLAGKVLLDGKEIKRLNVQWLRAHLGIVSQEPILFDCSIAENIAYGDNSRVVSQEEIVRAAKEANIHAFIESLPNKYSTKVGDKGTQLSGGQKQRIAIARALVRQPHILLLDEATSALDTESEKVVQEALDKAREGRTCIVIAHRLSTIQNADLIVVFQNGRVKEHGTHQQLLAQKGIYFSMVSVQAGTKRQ
Pf gamet viab: inhibitors of late stage P. falciparum gametocyte viability; P. falciparum stage V gametocytes, ATP luminescence, 24 h; hit rate 0.065% among 150,000; inhibition, % at 10.9 µM;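 active = inhibition above the mean plus 3 SD of compounds within the control limits, set per campaign, cut at about 38% in these data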;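 note: 0% = DMSO wells and 100% = medium only without gametocytes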
Rab7 wt modul: dog Rab7 wildtype GTP binding, inhibitors and activators; AID 758; hit rate 0.055% among 190,000; GST-Rab7 beads, fluorescent GTP binding, flow cytometry; actives lie on both sides; untreated = 100%, excess cold GTP = 0%; GTP binding activity (percent of control), % at 10 µM;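 active = fluorescent GTP binding to Rab7 beads changed by at least 20 points from the 100% baseline, either direction, mostly lower; inconclusive = compound itself probably fluorescent, or too few beads counted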;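 note: median green fluorescence of bound Bodipy-FL-GTP per Rab7 bead population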
ABCG2 inh: human ABCG2 inhibition, ABCB1 as counter-screen. hit rate 0.1% among 190,000. Q9UNQ0. inhibition, % at 6.6 µM. AID 1325. IgMXP3 cells, JC-1 efflux, flow cytometry;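 active = inhibition above 80%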;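 note: 0% = DMSO and 100% = nicardipine control wells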
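Test system: IgMXP3 (ABCG2) plus far-red-tagged CCRF-Adr (ABCB1) cells / Amount: 3 million cells/mL in well / Reagent: JC-1 transporter substrate / Timing: 10 min compound exposure, 25 °C / Signal: flow cytometry, 530 nm JC-1 signal / Read-out: percent efflux inhibition, scaled nicardipine 100% to DMSO 0% / Benchmarks: nicardipine as high control, DMSO as low control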
HRas wt GTP bind: changes GTP binding to wildtype human HRas. P01112. GST-Ras wt beads, Bodipy-FL-GTP binding, flow cytometry; actives lie on both sides. GTP binding activity, % at 10 µM. hit rate 0.14% among 190,000;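 active = GTP binding activity at least 20% away from the 100% baseline, either lowered as inhibitor or raised as activator; inconclusive = flagged as likely green fluorescent, judged across all proteins in the well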;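 note: 0% = unlabeled GTP competition control and 100% = no-compound control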
Rac1 mut GTP: alters GTP binding to activated mutant human Rac1 | P63000 | GST-Rac1 activated beads, fluorescent GTP binding, flow cytometry; actives lie on both sides; 100% means binding = to untreated wells | percent activity (GTP binding), % at 10 µM | hit rate 0.11% among 190,000;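 active = GTP binding at least 20 percentage points away from the 100% baseline, in either direction, so actives lie on both sides; inconclusive = Compound likely fluorescent itself, or too few beads counted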
Rab2A wt mod: changes GTP binding to wildtype dog Rab2A, up or down; P61105; GST-Rab2 wt beads, Bodipy-GTP binding, flow cytometry; GTP binding activity, % at 10 µM; hit rate 0.19% among 190,000;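 active = GTP binding activity at least 20 points away from 100%, either lowered or raised; inconclusive = signal likely due to the compound's own green fluorescence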;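 note: 0% = beads with excess unlabeled GTP and 100% = no-compound control corrected for plate trend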
Avidin fluor: avidin bead compound fluorescence profile; Avidin beads, compound fluorescence 488/530 nm, flow cytometry; stronger effect = higher value; fluorescence (KMESF) at 10 µM; hit rate 0.38% among 220,000; AID 1775; in the data active = fluorescence above about 47; note: inactives centre near 10
An asterisk follows results filed as active; u = inconclusive; x = no result given. An unsorted share of the library; any-hit rate near 1.1%.

SMILES | Cdc42 wt GTP | Rac1 wt GTP bind | GSH bead fluor | ABCB1 block | Pf gamet viab | Rab7 wt modul | ABCG2 inh | HRas wt GTP bind | Rac1 mut GTP | Rab2A wt mod | Avidin fluor
CC1CN(C(=O)N2CCCCC2)CCN1C(=O)N1CCCCC1 (stereo not drawn) | 97 | 101 | 12 | 0.3 | 4 | 104 | 1 | 100 | 97 | 98 | 10
CC(C)(C)N/N=C/c1cc(Cl)cc([N+](=O)[O-])c1O | 96 | 96 | 7 | 0.6 | 3 | 99 | 0 | 97 | 96 | 94 | 15
Cc1cc(N2CCN(C)CC2)nc2ccc(NC(=S)N3CCN(c4ccc(Cl)cc4)CC3)cc12 | x | x | 17 | 0.5 | -17 | x | 2 | x | 96 | x | 11
NS(=O)(=O)c1ccc(NC(=O)Nc2ccc(Cl)cc2)cc1 | 99 | 96 | 17 | -0.2 | x | 95 | 1 | 96 | 97 | 96 | 12
CCCCC(=O)N/N=C(\C)c1cccc(NC(=O)C2CC2)c1 | 102 | 105 | 16 | -2.0 | 7 | 100 | -1 | 100 | 101 | 101 | 3
COc1ccc(C2C(=O)N(C3CCCCC3)CC(=O)N2C2CCCC2)cc1 (stereo not drawn) | 100 | 98 | 25 | 3.0 | x | 97 | 1 | 101 | 96 | 97 | 17
COc1ccc(C(=O)NCCSc2ccccc2)cc1 | 103 | 106 | 13 | 0.4 | x | 98 | 2 | 104 | 100 | 102 | 14
Cc1ccc(NC(=O)CCc2nc3ccccc3s2)c(O)c1 | 95 | 96 | 12 | 0.2 | 7 | 102 | 12 | 93 | 94 | 95 | 34
O=C(c1n[nH]c(=O)c2ccccc12)N1CCN(C2c3ccccc3-c3ccccc32)CC1 | u | u | 19 | 0.6 | x | u | 1 | u | u | u | 34
O=C(/C=C/c1ccccc1Cl)c1ccc[nH]1 | 100 | 105 | 9 | 0.8 | x | 102 | 14 | 98 | 102 | 98 | 3
CCc1cccc(CC)c1NC(=S)NCc1ccc2[nH]c(C)cc2c1 | 101 | 104 | 17 | 0.3 | x | 100 | 2 | 101 | 101 | 102 | 7
O=C(OCC(=O)N1CCN(C(=O)c2ccco2)CC1)c1cn(-c2ccccc2)nc1-c1ccccc1 | 101 | 105 | 30 | 4.8 | x | 101 | 45 | 101 | 99 | 100 | 14
CN(C)C(CNc1ccc([N+](=O)[O-])cc1C#N)c1ccccc1 (stereo not drawn) | 88 | 89 | 16 | 1.5 | -61 | 99 | 9 | 92 | 92 | 96 | 11
N=c1c(C(=O)NCc2ccc3c(c2)OCO3)cc2c(=O)n3ccccc3nc2n1Cc1cccnc1 | 94 | 96 | 18 | -0.1 | 4 | 95 | 1 | 95 | 95 | 93 | 26
CC1=CC=CC2=NC(=O)CC(C)(C(=O)O)N12 (stereo not drawn) | 91 | 93 | 18 | -0.6 | -13 | 103 | 1 | 95 | 93 | 96 | 8

The list goes on; the last 2 above are carried over.
SMILES | Cdc42 wt GTP | Rac1 wt GTP bind | GSH bead fluor | ABCB1 block | Pf gamet viab | Rab7 wt modul | ABCG2 inh | HRas wt GTP bind | Rac1 mut GTP | Rab2A wt mod | Avidin fluor
N=c1c(C(=O)NCc2ccc3c(c2)OCO3)cc2c(=O)n3ccccc3nc2n1Cc1cccnc1 | 94 | 96 | 18 | -0.1 | 4 | 95 | 1 | 95 | 95 | 93 | 26
CC1=CC=CC2=NC(=O)CC(C)(C(=O)O)N12 (stereo not drawn) | 91 | 93 | 18 | -0.6 | -13 | 103 | 1 | 95 | 93 | 96 | 8
CCOc1ccc2nc(NC(=O)c3ccoc3C)sc2c1 | 98 | 99 | 35 | -0.4 | x | 102 | 41 | 98 | 98 | 98 | 56*
O=C(CSCc1nc2ccccc2[nH]1)Nc1ccc2ccccc2c1 | 99 | 94 | 25 | 1.9 | x | 93 | 11 | 97 | 95 | 96 | 10
O=C(Nc1ncn[nH]1)c1ccc(Cl)cc1Cl | 95 | 93 | 10 | 0.2 | -1 | 97 | 2 | 95 | 97 | 95 | 25
CCOC(=O)C1CCN(S(=O)(=O)c2ccc(OC)c(OC)c2)CC1 | 99 | 100 | 48 | -0.1 | x | 93 | 1 | 99 | 97 | 97 | 9
N#CCSc1nc2[nH]ncc2c(=O)n1-c1ccccc1Br | 102 | 103 | 10 | 0.9 | -1 | 103 | 6 | 102 | 99 | 99 | 21
O=C(NCCc1c[nH]c2ccc(Cl)cc12)c1cccnc1 | 103 | 111 | 10 | 0.1 | 30 | 103 | 3 | 102 | 100 | 104 | 9
Cc1cccc(Sc2ccc([N+](=O)[O-])cc2[N+](=O)[O-])n1 | 96 | 98 | 9 | 2.1 | -1 | 98 | 29 | 102 | 94 | 97 | 3
COc1ccc(NC(=O)N2CCC(c3nc4ccccc4[nH]3)CC2)cc1 | 96 | 96 | 12 | 1.0 | x | 98 | 12 | 96 | 95 | 96 | 11
CCCS(=O)(=O)c1cn2cccc(N)c2c1S(=O)(=O)CCC | 101 | 105 | 78 | 1.0 | 7 | 102 | 4 | 101 | 100 | 100 | 12
Cc1ccccc1-c1nn(-c2ccc(F)cc2F)cc1CNC1CC1 | 99 | 103 | 12 | 1.7 | -10 | 105 | 3 | 99 | 97 | 100 | 4
CCC(=O)Nc1ccc(Nc2ccccc2)cc1 | 95 | 98 | 21 | -0.3 | -27 | 103 | 9 | 98 | 97 | 97 | 11
CCCCCC1CC(CC(=O)NC(=S)Nc2ccccc2Cl)C(=O)O1 (stereo not drawn) | 90 | 91 | 51 | 0.0 | 23 | 101 | 1 | 93 | 90 | 94 | 9
CCCCc1ccc(CC2S/C(=C(\C#N)C(=O)N3CCOCC3)N(c3ccccc3)C2=O)cc1 (stereo not drawn) | 100 | 103 | 13 | 2.2 | x | 103 | 3 | 101 | 99 | 102 | 7
COc1ccccc1OCc1nnc(SCC(=O)c2cc(Cl)ccc2OC)o1 | 99 | 96 | 22 | 0.1 | 16 | 98 | 1 | 98 | 96 | 96 | 11
Cn1c(=O)c2[nH]c(N3CCOCC3)nc2n(-c2ccccc2)c1=O | 100 | 104 | 6 | 0.0 | x | 96 | 0 | 99 | 99 | 99 | 8
Nc1ccc(-c2nc3ccc(-c4nc5ccccc5o4)cc3[nH]2)cc1 | 102 | 102 | 12 | -0.8 | 1 | 101 | -2 | 98 | 99 | 99 | 34
CCOC(=O)C1CCCN(CC(O)COc2cccc(C)c2)C1 (stereo not drawn) | 99 | 102 | 5 | 0.6 | -14 | 97 | 2 | 102 | 97 | 101 | 2
COCCN(C(=O)CCc1nnc(CCc2c[nH]c3ccccc23)o1)C(C)C | 95 | 96 | 8 | 1.2 | x | 101 | 4 | 97 | 96 | 98 | 2
C#Cc1ccc([C@@H]2C=C(C(=O)Nc3ccccc3)O[C@H](OCC)[C@H]2CCCO)cc1 | u | u | 18 | 1.1 | x | u | 12 | u | u | u | 0
Cc1nccn1CCc1nc(N)nc(N)n1 | 100 | 103 | 35 | 0.4 | x | 96 | 4 | 100 | 98 | 100 | 11
CCOc1ccc(C(=O)NCCO)cc1 | 103 | 99 | 16 | -0.4 | -4 | 100 | 0 | 97 | 97 | 102 | 8
COc1ccc(C(N)=O)cc1N | 100 | 104 | 12 | 0.1 | x | 95 | 1 | 98 | 98 | 97 | 34
COc1ccccc1Nc1nc(N)nc(CN2CCC(C)CC2)n1 | 98 | 100 | 17 | 1.7 | x | 98 | 4 | 100 | 99 | 100 | 6
COc1cc([N+](=O)[O-])cc2sc(NC(=O)C3CC3)nc12 | 94 | 97 | 12 | 0.1 | -4 | 95 | 1 | 92 | 93 | 92 | 25
Cc1ccc(C(=O)NCCNC(=O)c2ccccc2)cc1 | 99 | 97 | 15 | 0.2 | -12 | 94 | 13 | 96 | 93 | 95 | 8
O=C(CSc1nnc(CNC(=O)C23CC4CC(CC(C4)C2)C3)n1-c1ccccc1)Nc1ccccc1 | 100 | 104 | 17 | 2.8 | 6 | 98 | 18 | 98 | 99 | 99 | 6
Nc1c(C(=O)CCC(=O)O)oc2ccc(Cl)cc12 | 99 | 99 | 28 | 0.1 | x | 98 | 1 | 98 | 96 | 100 | 7
Cc1ccc(C2C3=C(CC(C)(C)CC3=O)OC3=C2C(=O)CC(C)(C)C3)cc1 | 95 | 96 | 20 | 0.6 | 11 | 93 | 1 | 96 | 96 | 93 | 12
CC1=C(C(=O)OCc2ccccc2)C(c2ccccc2-c2ccccc2)NC(=O)N1CCCCCC(=O)O (stereo not drawn) | 99 | 99 | 17 | 1.4 | -3 | 96 | 3 | 98 | 93 | 97 | 11
CCOc1cc(NC(=S)NCCCOC)c(OCC)cc1NC(=O)c1ccco1 | 103 | 104 | 10 | 1.2 | -4 | 102 | 25 | 101 | 101 | 101 | 14
CCOc1ccc(NC(=O)COC(=O)C2(C)CC2(Cl)Cl)c([N+](=O)[O-])c1 (stereo not drawn) | 97 | 97 | 24 | 1.2 | 4 | 96 | 14 | 96 | 96 | 97 | 11
C/C(=N\NC(=S)NCc1ccccc1)c1ccc2ccccc2c1 | 101 | 97 | 10 | 0.1 | 7 | 96 | 8 | 97 | 100 | 98 | 15
CC(=O)Nc1ccc(NC(=O)C(C)OC(=O)C2(c3ccc(F)cc3)CCCC2)cc1 (stereo not drawn) | 93 | 94 | 15 | 0.2 | 2 | 95 | 0 | 94 | 92 | 96 | 9
C=CCOc1ccc(Br)cc1CNCCCN1CCOCC1 | 101 | 108 | 8 | 0.2 | 6 | 104 | -1 | 104 | 102 | 104 | 2
CCCn1c(SCC(=O)N2c3ccccc3CCc3ccccc32)nc2c1c(=O)n(C)c(=O)n2C | 101 | 99 | 20 | 2.1 | x | 105 | 3 | 100 | 97 | 101 | 8
O=C(/C=C/Nc1ccc(F)c(Cl)c1)c1ccco1 | 97 | 103 | 42 | 1.0 | x | 99 | 20 | 102 | 97 | 96 | 10
COc1ccccc1-c1cc(C(=O)Nc2c(F)cc(F)cc2Br)no1 | 106 | 104 | 24 | 1.2 | 21 | 98 | 16 | 103 | 102 | 101 | 11
CCOC(=O)c1c(C)[nH]c(C(=O)N2CCCC(C(=O)c3cccc(OC)c3)C2)c1C (stereo not drawn) | 98 | 98 | 17 | 4.7 | -7 | 95 | 7 | 96 | 91 | 94 | 6
Cc1c(-c2nnc(SCC(=O)O)n2-c2ccccc2Br)nnn1-c1ccccc1 | 101 | 99 | 6 | 0.4 | x | 92 | 2 | 100 | 97 | 98 | 5
COc1ccc2c(c1)C=CC1(O2)N(CCO)c2ccccc2C1(C)C (stereo not drawn) | 99 | 99 | 20 | 0.0 | x | 91 | 0 | 97 | 93 | 96 | 24
